# Source: PubChem BioAssay
# S1P3 antag – S1P3 receptor antagonists, primary screen, cell-based; Sphingosine 1-phosphate receptor 3 (Homo sapiens), Q99500; CHO S1P3 NFAT-BLA reporter, FRET fluorescence, antagonist mode; inhibition, % at 4.98 µM; hit rate 0.27% among 170,000; AID 485, 2006;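 active = inhibition above the plate cutoff, the mean inhibition of test wells on that plate plus 3 SD, cut at about 28% in these data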;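 also: cells challenged with S1P at its EC80 of 0.8 µM; blue over green emission ratio from cleaved BLA substrate after 4 h stimulation; 0% = S1P-stimulated wells and 100% = unstimulated DMSO-only wells; some compounds past the cut are filed as inactive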
# * = called active by the depositor. The list is partial. The share of hits here may be higher or lower than overall.
SMILES,S1P3 antag
CN=C(N)NC(=O)Nc1c(C)cccc1C,6
CCC12CCCN3CCc4c(n(c5ccccc45)C(O)(C(=O)OC)C1)C32 (configuration not stated),2
